Myeloid diff 2: induction of myeloid progenitor differentiation, primary screen, cell-based, flow cytometry, MLPCN library; calls only at 10 µM; AID 624256, 2012; 1% of 360,000 active; ER-HoxA9 myeloid progenitors, lysozyme-GFP differentiation;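 active = normalized GFP-positive differentiation at or above the plate's own cutoff, the solvent-only control mean plus 3 SD; inconclusive = no clear call, values can overlap the other calls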;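 note: cells exposed to compound for four days before flow analysis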
Hep lipid drop: inhibitors of hepatocyte lipid droplet formation, primary screen, imaging, high-throughput imaging, BODIPY stain; AML12 mouse hepatocytes, oleate lipid droplets; inhibition, % at 6.5 µM; 0.4% of 240,000 active;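 active = lipid droplet intensity inhibited by at least 50%, with more than 500 cells counted; inconclusive = wells with under 300 cells, treated as cytotoxic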
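Assay system: AML12 hepatocytes (mouse); Probe or stimulus: oleic acid at 100 µM to induce lipid droplet formation; Dosing: compound at 6.5 µM only; Schedule: compound with oleate, overnight; Detection: fluorescence imaging, 20x objective, two fields per well; Measure: % inhibition of lipid droplet signal.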
NOD2 inhibition: NOD2 signaling inhibitors, cell-based, luminescence, uHTS, HEK293 (AID 1566). 0.63% of 290,000 active. HEK293 NOD2/NF-kB luciferase reporter, luminescence; higher % means a stronger effect. inhibition, % at 4 µM; hits with a dose series show EC50 in µM; note: many of its hits are not listed in these tables
Siah-1 displacement: Siah-1 peptide-binding antagonists, primary screen, biochemical, fluorescence polarization, rhodamine-plectin, uHTS (AID 1817). Siah-1 / rhodamine-plectin peptide fluorescence polarization; higher % means a stronger effect. displacement, % at 20 µM; hits with a dose series show IC50 in µM. 0.02% of 290,000 active;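 active = displacement of at least 50% at 20 µM, with a fluorescence ratio check between 0.3 and a set limit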;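 note: plate controls were Siah plus tracer with DMSO for no effect and tracer alone without Siah for full effect; strong numbers were not always called active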
AID2073: inhibitors of Mint1-CaV2.2 protein interaction, biochemical, HTRF (AID 2073); HTRF protein-protein interaction, Mint1-CaV2.2; higher % means a stronger effect; inhibition, % at 20 µM; hits with a dose series show IC50 in µM; 0.19% of 290,000 active; in the data active = inhibition mostly above about 51%, no sharp cut-off; inconclusive = no clear call, values can overlap the other calls; inactive = mostly below about 53%; note: some results filed as inactive read as strong as hits
LYP phosphatase: inhibitors of LYP phosphatase, biochemical, fluorescence intensity, uHTS (AID 1779) | Tyrosine-protein phosphatase non-receptor type 22 (Homo sapiens) | recombinant LYP phosphatase, fluorescence intensity; higher % means a stronger effect | one-dose inhibition, % at 11.5 µM; IC50 in µM for titrated hits | 0.054% of 290,000 active;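 note: plate controls were vehicle with enzyme for no effect and no enzyme for full effect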
XIAP antagonists: XIAP antagonists, biochemical, IAP family, fluorescence polarization (AID 1018). XIAP BIR domain, fluorescence polarization peptide displacement; higher % means a stronger effect. one-dose displacement, % at 20 µM; IC50 in µM for titrated hits. 0.007% of 200,000 active; in the data active = displacement above about 50%; note: a part of the inactive calls stands beside numbers as strong as those of hits
Dengue-2 NS5 capping: Dengue-2 NS5 methyltransferase inhibitors, primary screen, biochemical, confirmation dose response (AID 588689); Genome polyprotein (Dengue virus type 2 (strain 16681-PDK53)); Dengue-2 NS5 methyltransferase capping enzyme assay, biochemical; higher % means a stronger effect; one-dose inhibition, % at 25 µM; IC50 in µM for titrated hits; 0.3% of 340,000 active; in the data active = a potency from the dose series; inconclusive = inhibition above about 29% without an active follow-up result
HIV peptide binding: inhibitors of HIV fusion peptide binding, primary screen, biochemical, uHTS, fluorescence dequenching (AID 1986); cell-free peptide binding, fluorescence dequenching, 30 min; higher % means a stronger effect; one-dose inhibition, % at 20 µM; IC50 in µM for titrated hits; 0.3% of 290,000 active; in the data active = inhibition mostly above about 52%, no sharp cut-off; inactive = mostly below about 76%; note: some results filed as inactive read as strong as hits
Hep lipid drop cells 6.5 µM: second read-out of Hep lipid drop, no call of its own (marks repeat the call); cell count; measured here: cell count, cytotoxicity flag;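 cells counted across two imaged fields per well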
Dengue-2 NS5 capping pilot replicate: also measured in Dengue-2 NS5 capping; calls as there; inhibition, %; measured here: pilot screen replicate inhibition
Myeloid diff 2 GFP+ MAC1+ %: second read-out of Myeloid diff 2, no call of its own (marks repeat the call); GFP+ MAC1+ double positive, %; measured here: differentiation confirmed by MAC1 staining
* marks the source's active call; other numbers are inactive results; i = inactive; ? = inconclusive; / = no result given. Cut-off read from the data, not from the text of the source, unless noted: active = inhibition above about 50%; inactive = the rest.

SMILES | Myeloid diff 2 | Myeloid diff 2 GFP+ MAC1+ % | Hep lipid drop | Hep lipid drop cells 6.5 µM | NOD2 inhibition | Siah-1 displacement | AID2073 | LYP phosphatase | XIAP antagonists | Dengue-2 NS5 capping | HIV peptide binding | others
COc1ccc(C(=O)NCCCN2CCOCC2)cc1OC | i | 1.4 | / | / | -3.2% | 1.8% | 3.3% | -6.1% | -2.2% | -4.0% | 0.2%
C/C(CC(=O)Nc1ccc2c(c1)OCCO2)=N\NC(=O)COc1ccc(C)cc1Br | i | 2.2 | -6.1 | 746 | -1.9% | 3.1% | -3.8% | -1.6% | / | -6.5% | 0.2%
Cc1[nH]c2ccccc2c1SCc1ccccc1 | i | 1.9 | -0.5 | 667 | -9.9% | 6.1% | -6.6% | 8.7% | -7.2% | -2.1% | 1.4%
C=C(C)CNC(=S)N/N=C/c1c(F)cccc1F | i | 0.3 | -22.2 | 641 | 3.3% | -0.2% | -6.1% | 4.5% | -23.3% | -2.3% | -0.9%
COc1ccc(CNC(=O)CN2C(=O)C(c3ccccc3)Oc3cccnc32)cc1 (centres undefined) | i | 2.8 | -9.9 | 752 | 22.5% | -2.2% | 0.7% | -13.1% | / | -1.4% | -0.5%
COc1ccc(N2CCN(c3nc(NC(C)(C)C)nc(N4CCCCC4)n3)CC2)cc1 | i | 0.7 | -2.2 | 685 | -3.8% | 0.3% | 1.3% | 7.3% | -5.5% | -7.5% | 0.7%
Cc1ccc(NC(=O)CCNC(=O)c2ccco2)cc1F | i | 0.3 | 3.4 | 664 | 3.2% | 7.7% | 19.8% | -7.0% | -7.4% | -4.6% | -0.8%
O=C(NC1=NCCS1)c1cccc(N2C(=O)c3ccccc3C2=O)c1 | i | 1.0 | -0.3 | 731 | 3.7% | 2.9% | 2.0% | 3.0% | -1.0% | -6.2% | 1.9%
CCCSc1nnc(N2C(=O)CC(c3ccsc3)C3=C2CCCC3=O)s1 (centres undefined) | i | 2.3 | 7.9 | 670 | 1.1% | 4.4% | -5.8% | -2.0% | -1.7% | -5.1% | 0.2%
CCn1c(CSc2nccn2C)nc2cc(C(=O)O)ccc21 | i | 1.1 | / | / | 10.5% | 42.6% | 11.0% | -9.1% | 52.3% | 1.6% | -2.8%
COC(=O)c1ccc[n+](CC(=O)c2ccc(Br)cc2)c1 | i | 1.8 | 3.7 | 675 | 7.4% | -0.1% | 2.9% | 0.7% | -6.1% | -9.7% | 12.1%
CSC1=C(C#N)C(c2ccc3c(c2)OCO3)C2=C(CCCC2=O)N1 (centres undefined) | i | 0.7 | -1.2 | 751 | 25.5% | -5.6% | -11.4% | -6.9% | -2.8% | 3.2% | -0.3%
COc1cccc(NC(=O)CCC2CCN(C(=O)c3ccc(C(C)=O)s3)CC2)c1 | i | 2.7 | 6.4 | 679 | 1.7% | 9.9% | -2.3% | -8.4% | / | -11.6% | 1.3%
COc1ccc(S(=O)(=O)N2CCCCC2)cc1NCC(=O)Nc1ccc(C)cc1 | i | 0.1 | 2.7 | 615 | -17.3% | -0.7% | 4.8% | -2.4% | / | -3.5% | -1.3%
O=C(Cn1c(CO)nc2ccccc21)NC1CCCCCC1 | i | 0.7 | 4.4 | 669 | 6.5% | -3.4% | -3.6% | 0.8% | -6.8% | 1.5% | -0.5%
CCc1ccc(CNC(=O)C2CCN(S(=O)(=O)N3CCC(C)CC3)CC2)cc1 | i | 1.0 | -1.7 | 711 | 22.1% | -0.9% | 7.4% | -10.3% | / | 0.9% | 0.8%
COCCCn1c(SCC(=O)c2ccccc2)nc2ccccc2c1=O | i | 0.3 | 27.9 | 691 | -9.2% | 1.7% | -6.8% | 5.3% | -3.9% | -11.7% | 0.0%
O=C(c1ccco1)N1CCC(c2nc3c(nnn3Cc3c(Cl)cccc3Cl)c(=O)[nH]2)CC1 | i | 0.5 | -5.5 | 725 | -17.0% | -6.2% | -7.7% | -8.5% | / | -3.3% | 0.7%
Cc1ccc(S(=O)(=O)NCc2ccccc2)cc1C(=O)NC1CCCCC1 | i | 1.2 | 0.9 | 840 | 5.7% | -2.2% | -2.5% | -7.1% | / | 0.6% | -0.7%
COC(=O)Cn1c(SCc2ccccc2)nc2ccccc21 | i | 0.4 | 5.9 | 828 | -29.8% | 0.3% | 4.5% | -9.7% | -5.4% | -6.1% | 1.4%
COc1ccc(C(=O)N2CCC(C(=O)O)CC2)c2ccccc12 | i | 0.7 | 6.3 | 751 | -7.4% | 2.7% | -1.2% | -9.2% | / | 0.9% | -1.2%
Cc1ccc(C2(CC(=O)O)CCOC(C)(C)C2)cc1 (centres undefined) | i | 2.6 | 22.4 | 715 | 5.7% | 2.3% | 5.5% | 1.7% | -2.6% | -4.8% | -0.2%
CS(=O)(=O)N(CC(=O)NCc1ccncc1)c1ccc(Cl)c(Cl)c1 | i | 1.1 | / | / | -18.4% | -1.8% | -1.5% | -5.4% | -4.5% | -3.5% | -3.2%
O=C(CCNC(=O)c1ccccc1Cl)Nc1cc(S(=O)(=O)N2CCOCC2)ccc1N1CCOCC1 | i | 0.8 | -10.5 | 744 | 1.2% | 2.9% | 12.5% | 0.1% | / | -7.0% | 0.1%
C[N+]1(CC2COC3(CCCCC3)O2)CCCCC1 (centres undefined) | i | 0.6 | 7.3 | 675 | 4.2% | 11.0% | 3.1% | -3.2% | / | -4.0% | -0.6%
COCCNc1nc2nonc2nc1NC(C)c1ccccc1Cl (centres undefined) | i | 0.0 | -6.3 | 699 | -6.4% | 14.3% | -5.0% | -3.7% | -1.6% | -7.1% | 4.4%
Cc1ccc(NC(=S)N2CCC(c3ccccc3)C2)c(Cl)c1 (centres undefined) | i | 0.3 | 10.8 | 697 | -154.7% | -7.0% | -18.9% | 1.9% | -10.5% | -3.9% | -1.3%
Cn1c2c(c(=O)n(C)c1=O)CN(CCCN1CCOCC1)CN2 | i | 1.6 | 9.2 | 728 | 18.0% | 7.0% | -0.8% | -10.6% | -6.2% | -5.5% | -1.1%
Cn1c(SCC(=O)N2CCCc3ccccc32)nc2cccnc21 | i | 2.1 | 32.7 | 721 | 11.8% | 2.7% | -0.9% | -7.9% | -1.7% | -4.5% | 0.3%
COc1ccc(Nc2nc(Nc3ccc(OC)cc3OC)nc(N3CCN(C)CC3)n2)c(OC)c1 | i | 0.6 | -3.5 | 562 | 6.5% | 5.6% | -3.1% | -5.3% | -9.3% | 3.2% | -3.6%
COc1ccc(C(=O)N2CCN(c3ccc(NC(=O)c4ccco4)cc3)CC2)cc1 | i | 0.0 | 9.0 | 817 | 14.6% | 1.6% | 10.9% | -3.4% | / | 0.0% | -2.1%
COc1cc(/C=C2/NC(=O)N(Cc3ccccc3F)C2=O)ccc1Oc1ccc([N+](=O)[O-])cn1 | i | 0.1 | 15.9 | 691 | -18.3% | 7.5% | ? | 8.1% | -8.4% | -0.7% | -1.7%
CC(=O)N(c1ccc2oc(=O)sc2c1)S(=O)(=O)c1cccc2cccnc12 | i | 0.8 | 1.7 | 777 | -47.6% | 2.3% | -16.5% | -2.1% | / | 14.1% | 0.5%
CC(C)(C)N(Cc1ccccc1)C(=O)CSc1ncn[nH]1 | i | 1.4 | -8.9 | 745 | 10.2% | -0.8% | 2.2% | -9.5% | / | 0.0% | -1.4%
CC(=O)ONC(=Nc1ccccc1)c1nonc1N | i | 0.9 | -3.8 | 700 | 6.3% | -0.1% | -10.3% | -5.5% | / | -7.0% | -0.3%
CC1(C)Cc2c(sc3nc(SCC(=O)O)[nH]c(=O)c23)CO1 | i | 5.5 | / | / | 15.9% | -2.7% | 5.9% | -7.6% | -18.0% | -2.4% | 0.3%
Cc1ccc(NC(=O)/C(=C/c2cccs2)NC(=O)c2ccco2)c(C)c1 | i | 0.2 | -5.5 | 588 | 18.8% | -1.3% | -2.3% | -4.7% | -5.5% | -1.9% | 1.4%
Cc1ccsc1C(=O)N/N=C/c1ccc([N+](=O)[O-])cc1 | i | 0.8 | 2.5 | 658 | -44.2% | -0.2% | 10.4% | -4.9% | -11.1% | 2.5% | 9.8%
COc1ccc(NC(=O)Cc2cccs2)c(OC)c1 | i | 1.0 | / | / | -8.2% | 0.8% | -2.1% | -0.6% | -6.1% | -2.9% | -1.5%
CC12CCC(C(=O)Nc3ccccc3)(C/C1=N\O)C2(C)C (centres undefined) | i | 1.4 | -10.1 | 588 | 17.8% | 1.9% | 4.2% | -1.7% | -0.7% | -10.2% | 0.6% | Dengue-2 NS5 capping pilot replicate=-5.9

Random excerpt: 4 entries already listed
SMILES | Myeloid diff 2 | Myeloid diff 2 GFP+ MAC1+ % | Hep lipid drop | Hep lipid drop cells 6.5 µM | NOD2 inhibition | Siah-1 displacement | AID2073 | LYP phosphatase | XIAP antagonists | Dengue-2 NS5 capping | HIV peptide binding | others
CC12CCC(C(=O)Nc3ccccc3)(C/C1=N\O)C2(C)C (centres undefined) | i | 1.4 | -10.1 | 588 | 17.8% | 1.9% | 4.2% | -1.7% | -0.7% | -10.2% | 0.6% | Dengue-2 NS5 capping pilot replicate=-5.9
CC(C)(C)N(Cc1ccccc1)C(=O)CSc1ncn[nH]1 | i | 1.4 | -8.9 | 745 | 10.2% | -0.8% | 2.2% | -9.5% | / | 0.0% | -1.4%
COc1ccc(NC(=O)Cc2cccs2)c(OC)c1 | i | 1.0 | / | / | -8.2% | 0.8% | -2.1% | -0.6% | -6.1% | -2.9% | -1.5%
COc1ccc(C(=O)N2CCC(C(=O)O)CC2)c2ccccc12 | i | 0.7 | 6.3 | 751 | -7.4% | 2.7% | -1.2% | -9.2% | / | 0.9% | -1.2%

Further structures.
SMILES | Myeloid diff 2 | Myeloid diff 2 GFP+ MAC1+ % | Hep lipid drop | Hep lipid drop cells 6.5 µM | NOD2 inhibition | Siah-1 displacement | AID2073 | LYP phosphatase | XIAP antagonists | Dengue-2 NS5 capping | HIV peptide binding | others
CC(=O)c1cc2c(cc1NC(=O)CSc1nc3ccccc3[nH]1)OCO2 | / | / | -12.3 | 660 | 4.5% | 8.1% | 13.3% | -4.1% | -4.6% | / | -2.5%
O=C(CCc1nnc(CCCCc2ccccc2)o1)N1CCN(CCO)CC1 | i | 0.5 | 15.3 | 776 | 14.6% | 12.3% | 1.4% | -2.4% | / | 3.8% | -0.8%
O=C(NCC1c2ccccc2CCN1C(=O)CN1CCOCC1)C1CCCCC1 (centres undefined) | i | 0.4 | / | / | 16.1% | 3.9% | -6.0% | -4.6% | 0.6% | 4.5% | 0.8%
CC/C(=C/c1sc2ccc(C)cc2[n+]1CCO)SC | i | 0.6 | -3.8 | 639 | 7.0% | -1.3% | -11.2% | -5.7% | -4.7% | -0.8% | 0.8%
Cc1ccc([N+](=O)[O-])cc1/C=N/Nc1nnnn1-c1ccccc1 | i | 2.0 | -1.4 | 754 | 11.7% | 1.3% | 16.8% | -0.7% | -3.0% | -3.4% | -2.2%

Only part of the results is shown; the hit share may differ from the screen's.
